# High-throughput results (PubChem)
# KCNQ2 inh: KCNQ2 potassium channel inhibitors, primary screen, cell-based, CHO-K1, FluxOR thallium flux, B-score (AID 2156) | 20 min; stronger effect = lower value | B-score at 10 µM | 1.1% of 310,000 active;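 active = fluorescence ratio B-score at most minus 3 library SDs, with starting brightness B-score within 2 library SDs, cut at about -5.5 in these data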
# Target sequence (O88943 whole entry, looked up): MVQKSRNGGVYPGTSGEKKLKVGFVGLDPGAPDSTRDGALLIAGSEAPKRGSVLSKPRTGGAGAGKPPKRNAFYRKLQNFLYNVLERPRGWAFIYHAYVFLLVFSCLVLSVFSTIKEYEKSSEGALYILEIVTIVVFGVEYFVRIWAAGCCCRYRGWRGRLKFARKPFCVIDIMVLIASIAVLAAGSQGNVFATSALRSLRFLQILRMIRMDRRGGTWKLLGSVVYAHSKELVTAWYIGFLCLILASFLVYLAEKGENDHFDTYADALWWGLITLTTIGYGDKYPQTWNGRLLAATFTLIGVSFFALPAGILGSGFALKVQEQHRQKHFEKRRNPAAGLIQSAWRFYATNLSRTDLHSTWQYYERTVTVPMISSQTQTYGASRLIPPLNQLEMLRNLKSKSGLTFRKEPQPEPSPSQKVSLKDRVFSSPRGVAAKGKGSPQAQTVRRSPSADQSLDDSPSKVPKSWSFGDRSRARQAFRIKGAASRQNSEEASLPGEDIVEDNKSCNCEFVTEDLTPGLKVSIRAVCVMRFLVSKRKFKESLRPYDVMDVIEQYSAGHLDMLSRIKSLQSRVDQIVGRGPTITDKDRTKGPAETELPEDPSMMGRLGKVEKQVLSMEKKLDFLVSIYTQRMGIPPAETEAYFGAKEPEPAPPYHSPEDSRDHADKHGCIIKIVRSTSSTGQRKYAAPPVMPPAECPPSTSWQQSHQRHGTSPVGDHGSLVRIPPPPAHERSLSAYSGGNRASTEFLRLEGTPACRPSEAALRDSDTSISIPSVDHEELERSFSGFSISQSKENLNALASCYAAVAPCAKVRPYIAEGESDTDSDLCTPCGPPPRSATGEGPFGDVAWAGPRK
# Kir21 block: inhibitors of mouse Kir2.1 inward-rectifier potassium channel; Inward rectifier potassium channel 2 (Mus musculus), P35561; HEK293-Kir2.1, FluxOR thallium flux fluorescence; stronger effect = lower value; B-score at 10 µM; 0.85% of 310,000 active;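 active = fluorescence ratio B-score at or below minus 3 SD of library scores, with starting-brightness B-score within 2 SD, cut at about -4.2 in these data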;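 note: channel flux triggered by added potassium and thallium sulfate stimulus; B-score of peak minus minimum fluorescence over baseline after thallium stimulus; more negative B-score means stronger Kir2.1 block with less thallium influx; some compounds called inactive have numbers as strong as hits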
# CHT inh: inhibitors of human choline transporter CHT. B-score at 10 µM. CHT-expressing cells, membrane potential dye, choline response; stronger effect = lower value. AID 488975, 2010. 0.86% of 310,000 active;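 active = B-score over 3 SD under the library average, and starting fluorescence ratio not unusually high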;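 note: choline stimulus applied at its EC90 after an EC20 pre-addition; B-score computed on integrated fluorescence ratio after choline addition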
# * marks the source's active call; other numbers are inactive results; i = inactive; x = no result given. Compounds as they come. Share with any hit: about 2.6%.
Structure,KCNQ2 inh,Kir21 block,CHT inh
COc1cc2cc(C(=O)N3CCN(c4ccccc4OC)CC3)[nH]c2cc1OC,i,-0.88,i
CC(C)(Oc1ccc(Cl)cc1)C(=O)NCCCn1ccnc1,i,1.4,i
C=C(C)CNC(=S)Nc1sc2c(c1C(=O)OCC)CC(C)(C)OC2,i,0.87,i
S=C(NCc1cccnc1)Nc1ccc(Cl)cc1,i,1.1,i
Cc1cc(NO)nc(-c2ccc(Br)cc2)n1,i,-4.1,i
CC1CC(C)CN(CC(=O)c2cccs2)C1 (stereo not given),i,-0.12,i
CCOC(=O)N1CCC(NC(=O)c2ccc3c(c2)N=C(CC)c2ccccc2S3)CC1,i,-1.1,i
C#CCOCCOCCOCCNc1nc(N2CCN(C(=O)[C@H]([C@@H](C)CC)n3cc([C@@H](N)CC(C)C)nn3)CC2)nc(N2CCN(C(=O)[C@H](Cc3cc4ccccc4[nH]3)n3cc([C@@H](N)C(C)CC)nn3)CC2)n1 (stereo not given in full),i,-0.04,x
Cc1cc(=O)[nH]c(SCc2ccc(Cl)cc2)n1,i,-0.39,i
Cc1ccc(-c2cc(C(=O)Nc3sc4c(c3C(=O)NCc3ccco3)CCC4)[nH]n2)c(O)c1,i,2.1,i
O=C(CC1CCCCC1)N1CCC(c2nc(-c3ccc(S(=O)(=O)N4CCCC4)cc3)no2)CC1,i,-0.34,i
O=C(N/N=C/C=C/c1ccco1)c1cnccn1,i,1.4,i
COc1ccc(C)c(-n2c(=O)n(Cc3ccccc3)c(=O)c3[nH]cnc32)c1,i,-0.37,i
O=C(COc1ccc(S(=O)(=O)N2CCCC2)cc1Cl)Nc1ccc2c(c1)OCO2,i,0.13,i
C=CCNC(=O)c1cccc(Br)c1,i,-0.04,i
CC(CCc1ccccc1)NC(=O)c1ccc(NC(=O)c2cccc(Br)c2)cc1 (stereo not given),i,1.2,i
CCOc1ccc(/C=C/c2[nH]c(=O)[nH]c(=O)c2[N+](=O)[O-])cc1,i,-0.66,i
O=C1CNC(=O)/C(=C/c2ccco2)N1,i,-1.6,i
CC1CC(C)(C)N(C(=O)CN2C(=O)c3ccccc3C2=O)c2ccccc21 (stereo not given),i,-2.3,-16*
O=c1[nH]c(-c2cccnc2)nc2sc(-c3ccccc3)cc12,i,-0.56,i
CC(=O)N=c1c(C#N)cc2c(=O)n3ccccc3nc2n1CCCOC(C)C,i,-0.32,i
COc1ccc(CCNC(=O)CN(CCc2ccccc2)S(C)(=O)=O)cc1OC,i,-1.4,i
COc1ccc(OC)c(CNC(=O)C2CCCN(S(=O)(=O)N3CCC(C)CC3)C2)c1 (stereo not given),i,-1.2,i
Cc1cc(N2CCCC2=O)ccc1S(=O)(=O)NC1CCCCC1,i,1.2,i
CC(=O)c1ccc(NC(=O)CCC(=O)OCC(F)(F)C(F)F)cc1,i,-0.52,i
Cc1ccc2nc(-c3ccncc3)[nH]c2c1,i,-0.77,i
COc1ccc(CC(=O)Nc2nc(-c3ccc(OC)c(OC)c3)cs2)cc1OC,i,0.57,i
Cc1cccc(-c2n[nH]c(=S)n2Cc2ccccc2)c1,i,-2.1,i
COc1ccc(C(=O)Nc2nc3ccccc3[nH]2)cc1,i,-0.23,i
CC(O)c1nc2c(c(=O)n(C)c(=O)n2C)n1C (stereo not given),i,0.92,i

# Full records as entered above. Screens in order: KCNQ2 inh	Kir21 block	CHT inh
# C=C(C)CNC(=S)Nc1sc2c(c1C(=O)OCC)CC(C)(C)OC2 in the list: i	0.87	i
# CCOC(=O)N1CCC(NC(=O)c2ccc3c(c2)N=C(CC)c2ccccc2S3)CC1 in the list: i	-1.1	i

# Reprinted at random: 5 compounds from above
Structure,KCNQ2 inh,Kir21 block,CHT inh
Cc1ccc2nc(-c3ccncc3)[nH]c2c1,i,-0.77,i
COc1ccc(C(=O)Nc2nc3ccccc3[nH]2)cc1,i,-0.23,i
CC(CCc1ccccc1)NC(=O)c1ccc(NC(=O)c2cccc(Br)c2)cc1 (stereo not given),i,1.2,i
Cc1cc(N2CCCC2=O)ccc1S(=O)(=O)NC1CCCCC1,i,1.2,i
COc1ccc(CCNC(=O)CN(CCc2ccccc2)S(C)(=O)=O)cc1OC,i,-1.4,i

# Continued.
Structure,KCNQ2 inh,Kir21 block,CHT inh
O=c1cc(-c2ccc(F)cc2)[nH][nH]1,i,0.97,i
CCC(C(=O)OCC(=O)NC1CCS(=O)(=O)C1)c1ccccc1 (stereo not given),i,0.3,i
O=C(Nc1nc(-c2cccs2)cs1)c1ccco1,i,-1.2,i
CCCn1c(=N)c(S(=O)(=O)c2ccc(F)cc2)cc2c(=O)n3cccc(C)c3nc21,i,-0.63,i
COc1ccc(-c2noc(CN(C(=O)c3cccs3)C(C)C)n2)cc1,i,-0.01,i
NC(=O)CSc1nc2c(c(=O)n1-c1ccccc1)C1(CCCCC1)Cc1ccccc1-2,i,0.95,i
COC(=O)c1c(NC(=O)CSc2nc3ccccc3c(=O)n2-c2ccccc2)sc(C)c1C,i,0.05,i
COC(=O)Cc1c(C)c2cc(Cl)c(OC(=O)c3ccco3)cc2oc1=O,i,-3.9,i
Cc1cc(S(=O)(=O)Nc2ccc(C(=O)N3CC(C)OC(C)C3)cc2)ccc1F (stereo not given),i,0.91,i
CC(=O)Nc1ccc(C(=O)CSc2nnc(Cc3ccccc3)o2)cc1,i,0.95,i
O=C(CN1CCCCC1)NC(=O)NC1CCCC1,i,-0.71,i
COc1ccc(Cl)cc1S(=O)(=O)N1CCC(C(=O)N2CCOCC2)CC1,i,0.23,i
Cc1ccc(SCCC(=O)N/N=C/c2cccnc2)cc1,i,1.2,i
COCCC1CCCCN1C(=O)c1cccc(OC2CCN(C3CCCC3)CC2)c1 (stereo not given),i,-0.73,i
N/C(=N\c1nc2ccccc2o1)NC(=O)c1ccc(Cl)cc1,i,0.05,i
CCN(CC)CCNC(=O)c1cc2cc3ccc(OC)cc3nc2o1,i,0.05,i
O=C(CSc1nc2ccccc2[nH]1)c1ccco1,i,0.22,i
CCc1cc(-c2n[nH]c(=S)n2Cc2ccccc2)cs1,i,0.07,i
CCc1ccccc1N(CC(=O)NC1CCCCC1)C(=O)CNC(=O)c1ccco1,i,0.02,i
CC(C)(C)NC(=O)c1ccc2c(c1)N(CC(=O)N1CCN(c3ccccc3F)CC1)C(=O)C(C)(C)O2,i,0.52,i
Cc1ccccc1Cn1nc(C)c(NC(=O)C2c3ccccc3Oc3ccccc32)c1C,i,-0.88,i
COc1ccc(/C=C\C(=O)c2c(O)ccc3c(C)cc(=O)oc23)cc1,i,-0.82,i
COC(=O)c1[nH]c2cccc(OC)c2c1NC(=O)CN1CC2(C)CC1CC(C)(C)C2 (stereo not given),i,1.8,i
CCOc1cc(S(=O)(=O)n2nc(C)cc2C)ccc1Br,i,0.02,i
CC1(C)S[C@@H]2C(C(=O)OCc3ccccc3)NC(=O)N2C1C(=O)OCc1ccccc1 (stereo not given in full),i,-0.49,i
CCSC(=O)CCCCCCCCCCCO,i,0.41,i
CCN(CC)c1ccc(Nc2nc(-c3cccnc3)cs2)cc1,i,-1.1,i
Cc1cc(CCC(=O)O)c(C)cc1CCC(=O)O,i,0.43,i
Cc1ccnc(NS(=O)(=O)c2ccc(NS(=O)(=O)c3cccs3)cc2)n1,i,0.41,i
Cc1nc(C)c(-c2ccc(SCC(=O)Nc3ccc(C)c(Cl)c3)nn2)s1,i,0.01,i

# (next part)
# Each structure is followed by: KCNQ2 inh, Kir21 block, CHT inh
O=C(NCCCn1ccnc1)C(=O)NCC1OCCCN1S(=O)(=O)c1ccc(F)cc1 (stereo not given)
    i, -0.57, i
Oc1ccc(Br)cc1C=Nc1ccc2[nH]ncc2c1
    i, -0.01, i
CCN(CC)c1ccc(NC(=O)c2cc(OC)cc(OC)c2)c(C)c1
    i, -1.3, i
COc1ccc(NC(=O)c2nn(C)cc2[N+](=O)[O-])cc1
    i, -1.4, i
COC(=O)c1ccc(S(=O)(=O)c2ccc(C(=O)OC)s2)s1
    i, -0.55, i
Cc1cc(=O)n2nc(N3CCCC3C(=O)NCCCN3CC(C)CC(C)C3)sc2n1 (stereo not given)
    i, 0.15, i
CC1CC1c1ccc(/C=C(\C#N)C(=O)Nc2ccc(Cl)cc2Cl)o1 (stereo not given)
    i, 0.04, i
CC12CN(NC(=O)c3ccccc3F)C3(C#N)CC1CCC23C (stereo not given)
    i, 1, i
O=C(O)C1Sc2[nH]c(=O)sc2C2c3cc(Br)ccc3OC(=O)C12 (stereo not given)
    i, -0.23, i
COc1ccc(C(=O)Nc2ccc(C(=O)OCC(=O)c3cccc4ccccc34)cc2)cc1
    i, -1.2, i
NC(=S)c1ccc(C(N)=S)o1
    i, -0.29, i
CCCCN(C)C(=O)C1CCN(Cc2cccnc2)CC1
    i, -1.7, i
CC(C)(C)CC(C)(C)NC(=S)NC1CCN(Cc2ccccc2)CC1
    i, -1.9, i
CN1C(=O)NC(NS(=O)(=O)c2ccc(N)cc2)(C(F)(F)F)C1=O (stereo not given)
    i, 0.28, i
CCOC(=O)C1=C(O)C(Nc2nccs2)(C(F)(F)F)N=C1C (stereo not given)
    i, 2.5, i
COc1ccc(-c2nnc(CSc3nc4ccccc4c(=O)n3C)o2)cc1OC
    i, 0.35, i
CCc1ccc(NC(=O)Cn2ncc3c4ccccc4n(C)c3c2=O)cc1
    i, 0.35, i
CC1(C)S[C@@H]2[C@H](NC(=O)COc3ccccc3)C(=O)N2C1C(=O)OCc1ccccc1 (stereo not given in full)
    i, -0.02, i
CCN(CC)CCCn1c2c(c(SCC(=O)Nc3ccc4c(c3)OCO4)nc1=O)CCC2
    i, 1, i
CC(=O)c1ccc(OCCNS(=O)(=O)c2ccc(-n3cnnn3)cc2)cc1
    i, -0.04, i
N#CC(c1cccc(C(F)(F)F)c1)(c1ncc(C(F)(F)F)cc1Cl)N1CCOCC1 (stereo not given)
    i, 0.72, i
Cc1cc(NC(=O)CSc2nc3ccccc3c(=O)n2Cc2ccc(F)cc2)no1
    i, 0.6, i
COc1cccc(NC(=O)CN(C)CC(=O)Nc2ccc3c(c2)CCC3)c1
    i, -2, i
COC(=O)c1ccc(NC(=O)CSc2nnc(-c3ccccc3Br)n2-c2ccccc2)cc1
    i, -0.02, i
CCOC(=O)c1[nH]c2c(c1C)C(=O)CC(c1ccc(OC)c(OC)c1)C2 (stereo not given)
    i, 0.73, i
CCCCn1c(=O)c(-c2ccccc2)c(O)c2ccccc21
    i, 2.4, i
Cc1ccccc1CS(=O)(=O)c1nnc([C@H](Cc2ccccc2)NC(=O)OC(C)(C)C)o1
    i, -3.9, i
CCCCn1c(=O)c2c(O)cc(=O)oc2c2ccccc21
    i, 0.79, i
COc1cc(S(=O)(=O)N2CCN3CCCC3C2)ccc1-n1cnnn1 (stereo not given)
    i, -0.02, i
O=C(Nc1ccccc1)C1CCOC1=O (stereo not given)
    i, 1.1, i
O=C(C[n+]1cc(-c2ccc(Br)cc2)n2c1CCCCC2)c1ccccc1
    i, -0.8, i
COc1cc(/C=C/C(=O)Nc2nnc(C(C)(C)C)s2)cc(OC)c1OC
    i, 0.32, i
O=C(O)CCn1c(C2CCCCC2)nc2ccccc21
    i, 1.3, i
Cc1ccc2c(c1)c1c3n2CCN(CC#N)C3CCC1 (stereo not given)
    i, 0.29, i
COc1ccc(-c2csc(NC(=O)CCn3cnc4ccccc4c3=O)n2)cc1OC
    i, -0.07, i
CC(C)OCCCNC(=O)C1CC(=O)N(CCc2ccc(F)cc2)C1 (stereo not given)
    i, -0.93, i
COC(=O)c1cc(OC)c(OC)cc1NC(=O)c1cc(-c2ccccc2)nc2ccccc12
    i, -0.05, i
NS(=O)(=O)c1ccc(NC(=O)C2Cc3ccccc3CN2C(=O)c2ccco2)cc1 (stereo not given)
    i, 1.4, i
Cc1cc(COc2ccccc2OCCN2CCN(C)CC2)no1
    i, 0.53, i
Cc1cccc(NC(=O)c2ccc(C3SCC(=O)N3CCc3ccccc3)cc2)c1 (stereo not given)
    i, -0.34, i
CC1C(=O)N2CCCc3cc(S(=O)(=O)Nc4ccccc4C(N)=O)cc1c32 (stereo not given)
    i, 0.77, i
COc1ccc(C(=O)NCCS(=O)(=O)NCC2CCCO2)cc1 (stereo not given)
    i, 0.02, i
COc1cccc(N2C(=O)N(c3ccccc3)C3CS(=O)(=O)CC32)c1 (stereo not given)
    i, -2.2, -4.9*
COCCCn1c(-c2cccs2)nc2nc3ccccc3nc21
    i, 0.13, i
CC(C)CCC(C)NC(=O)c1ccc2nccnc2c1 (stereo not given)
    i, 1.2, i
CNC(=S)N(CCc1c(C)[nH]c2ccc(OC)cc12)Cc1ccco1
    i, -1.8, i
CCOCCCNC(=O)c1cc(=O)n(Cc2cccc(C)c2)c2ccccc12
    i, -0.86, i
O=C(CSc1nc2ccccc2[nH]1)N1CCN(c2ccc(F)cc2)CC1
    i, 0.2, i
COc1cc(/C=N/Nc2ccccn2)ccc1OCC(C)C
    i, 1.6, i
CCNC(=O)C(=O)NCC(c1ccc2c(c1)OCO2)N1CCOCC1 (stereo not given)
    i, 1.2, i
